# Source: PubChem BioAssay
# Bcl-W Bim block = inhibitors of Bim-Bcl-W interaction, human; inhibition, % at 10 µM; Q92843; hit rate 0.02% among 190,000; bead-based flow cytometry, Bim peptide-Bcl-W binding;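 also: 0% = bound tracer without compound and 100% = peptide blocker; higher means less fluorescent Bim peptide bound to Bcl-W beads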
# Target sequence (Q92843 whole entry, looked up): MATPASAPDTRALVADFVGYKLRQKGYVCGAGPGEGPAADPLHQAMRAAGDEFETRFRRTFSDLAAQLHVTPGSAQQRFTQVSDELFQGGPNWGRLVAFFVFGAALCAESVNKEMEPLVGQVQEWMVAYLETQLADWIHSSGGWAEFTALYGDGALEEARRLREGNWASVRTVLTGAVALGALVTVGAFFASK
# Bim-Bfl-1 = human Bim-Bfl-1 interaction inhibition. Bead-based flow cytometry, Bim-Bfl-1 binding inhibition. inhibition, % at 10 µM. hit rate 0.12% among 190,000;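 also: 0% = wells without compound plus tracer and 100% = blocker peptide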
# Bim-Bcl-XL = inhibitors of Bim-Bcl-XL interaction, human; Q07817; Bim peptide-Bcl-XL binding, bead flow cytometry, fluorescence; hit rate 0.04% among 190,000; inhibition, % at 10 µM
# Target sequence (Q07817 whole entry, looked up): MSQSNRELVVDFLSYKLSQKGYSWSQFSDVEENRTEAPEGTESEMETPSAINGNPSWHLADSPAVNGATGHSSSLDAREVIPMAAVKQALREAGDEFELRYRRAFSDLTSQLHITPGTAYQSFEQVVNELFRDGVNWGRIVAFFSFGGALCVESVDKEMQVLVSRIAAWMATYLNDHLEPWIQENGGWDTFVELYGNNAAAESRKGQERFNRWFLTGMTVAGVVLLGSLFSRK
# Mcl1 Bid PPI = Mcl-1/Bid interaction inhibition. Q07820. TR-FRET Mcl-1/Bid-Dy647 peptide binding, 1536-well. inhibition, % at 21.7 µM. hit rate 0.97% among 220,000. AID 1021;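 active = compounds that cut the binding signal by more than half at the single screening dose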;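 also: His-tagged Mcl-1 with europium anti-His antibody binding Bid BH3 peptide; 0% = Mcl-1 plus peptide wells and 100% = peptide-only wells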
# Bim-Mcl-1 = human Bim-Mcl-1 interaction inhibition; Q07820; Bead-based flow cytometry, Bim peptide-Mcl-1 binding; inhibition, % at 10 µM; hit rate 0.1% among 190,000; AID 1009;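 also: 0% = no compound tracer wells and 100% = peptide blocker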
# RGS7-Gao reg = regulators of human RGS7-Galphao interaction. P09471. Multiplexed bead flow cytometry, RGS7-Galphao binding; actives lie on both sides. binding response (% of control), % at 10 µM. hit rate 0.35% among 220,000. AID 1439; in the data active = binding response below about 49% or above about 150%;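 also: fluorescent Galphao held in activated GDP-AlF4 state binding bead-coupled RGS7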
# GSH fluor = compound fluoresces at 488/530 nm on GSH beads. AID 1776. hit rate 0.25% among 190,000. GSH beads flow cytometry, compound fluorescence 488/530 nm; hits give high values. fluorescence (KMESF) at 10 µM; in the data active = fluorescence above about 89;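 also: glutathione beads carrying GST-tagged Bcl family fusion proteins plus one bare bead set; values are compound well signal with DMSO vehicle wells as background; inactives centre near 16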
# RGS4-Gao reg = modulates binding of RGS4 to human Galphao | P09471 | hit rate 0.33% among 220,000 | binding response (% of control), % at 10 µM | Multiplexed bead flow cytometry; actives lie on both sides; in the data active = binding response below about 49% or above about 150%; inactive = in between;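 also: fluorescent Galphao activated with aluminum fluoride binding bead-coupled RGS4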
# Bcl-B Bim block = disrupts Bim peptide binding to human Bcl-B; AID 951; inhibition, % at 10 µM; hit rate 0.073% among 190,000; bead-based flow cytometry; Q9HD36;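 also: 0% = tracer peptide without compound and 100% = reference inhibitor peptide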
# Target sequence (Q9HD36 whole entry, looked up): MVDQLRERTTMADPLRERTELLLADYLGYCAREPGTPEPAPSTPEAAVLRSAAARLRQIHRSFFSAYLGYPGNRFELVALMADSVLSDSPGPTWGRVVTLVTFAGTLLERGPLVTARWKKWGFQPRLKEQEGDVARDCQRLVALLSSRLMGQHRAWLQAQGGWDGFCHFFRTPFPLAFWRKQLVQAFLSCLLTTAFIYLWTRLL
# Bim-Bcl-2 = human Bim-Bcl-2 interaction inhibition. inhibition, % at 10 µM. hit rate 0.06% among 190,000. Bead-based flow cytometry, Bim peptide-Bcl-2 binding. AID 950; in the data active = inhibition above about 40%;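 also: 0% = no compound wells with probe peptide and 100% = reference peptide inhibitor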
# RGS8-Gao reg = regulators of human RGS8-Galphao interaction. multiplexed bead flow cytometry, RGS8-Galphao binding; actives lie on both sides. response (percent of control binding), % at 10 µM. hit rate 0.34% among 220,000. AID 1423; in the data active = response below about 60% or above about 140%; inactive = in between;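 also: Galphao activated as the GDP aluminium fluoride complex binding bead-coupled RGS8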
# Active calls of the source: *. Rule as the data show it, unless noted: active = inhibition above about 40%.
# Values run as follows: Bcl-W Bim block	Bim-Bfl-1	Bim-Bcl-XL	Mcl1 Bid PPI	Bim-Mcl-1	RGS7-Gao reg	GSH fluor	RGS4-Gao reg	Bcl-B Bim block	Bim-Bcl-2	RGS8-Gao reg
COc1ccc(-c2cc(C(=O)NN)n(-c3ccccc3)n2)cc1
 : 14.0	14.0	16.0	-13.0	8.0	99.8	8	97.3	13.0	15.0	100.6
CCOc1ccc(NS(=O)(=O)c2ccc3c(c2)CCN3C(=O)CCC(=O)O)cc1
 : 6.0	8.0	7.0	-9.9	6.0	92.9	13	88.9	3.0	8.0	85.5
CO/N=C/C(C#N)=C/c1cc(C(=O)c2ccccc2)cn1C
 : 0.0	-1.0	0.0	5.5	-1.0	90.2	10	86.0	0.0	-8.0	77.7
COc1cc2c(cc1OC)CN(C(=S)Nc1ccccc1Cl)CC2
 : 1.0	0.0	2.0	-20.7	4.0	91.5	19	89.9	-1.0	2.0	93.8
Cc1noc(C)c1COc1ccc(C(=O)OCC(=O)Nc2c(C)n(C)n(-c3ccccc3)c2=O)cc1
 : 0.0	-2.0	-1.0	-8.4	0.0	100.6	19	99.1	1.0	0.0	93.3
Cc1cc(=O)n2nc(N3CCC(C(=O)N4CCN(C)CC4)CC3)sc2n1
 : -3.0	0.0	-5.0	-8.5	-2.0	90.8	26	92.6	-5.0	2.0	95.8
COc1ccc(/C=C(\NC(=O)c2ccccc2)C(=O)OCC2CCCN3CCCCC23)cc1OC (stereo not drawn)
 : -3.0	3.0	-2.0	8.2	-2.0	115.6	11	108.0	0.0	1.0	124.4
O=C(CNC(=O)c1ccccc1Cl)N/N=C/c1ccc([N+](=O)[O-])s1
 : -6.0	-2.0	-9.0	-55.5	-6.0	106.4	11	102.8	-7.0	-6.0	101.8
CCOC(=O)N1CCN(c2c(N3CCN(c4cc(C)ccc4C)CC3)c(=O)c2=O)CC1
 : 1.0	-6.0	-1.0	-11.6	0.0	101.8	21	99.7	-8.0	-8.0	101.7
O=C(NN1CCOCC1)c1cc(-c2ccc(Br)s2)nc2ccccc12
 : -1.0	-6.0	-2.0	3.5	-3.0	103.3	16	102.2	-6.0	-4.0	105.7
CCOC(=O)N1CCN(C(=O)C2CCN(S(=O)(=O)c3cc(Cl)ccc3Cl)CC2)CC1
 : -3.0	-1.0	-1.0	-18.9	-3.0	101.5	27	103.3	-6.0	-1.0	101.8
CCOC(=O)N1CCN(S(=O)(=O)c2ccc(OC)c(Cl)c2Cl)CC1
 : 0.0	-11.0	-3.0	0.5	-2.0	96.6	38	99.2	-6.0	-4.0	100.1
CC(=O)N(C(C)=O)n1c(/C=C/c2cccc([N+](=O)[O-])c2)nc2ccccc2c1=O
 : 0.0	-6.0	0.0	-14.3	-5.0	95.7	7	98.2	-2.0	-3.0	98.4
COc1ccc(C(=O)C2CCCN(C(=O)c3noc4c3CCCC4)C2)c(C)c1 (stereo not drawn)
 : -4.0	-6.0	-4.0	4.0	-2.0	98.3	14	101.8	-8.0	-4.0	96.4
Cc1ccc(OCCSc2nnc(-c3ccncc3)n2C)cc1
 : -5.0	-20.0	-9.0	-2.1	-9.0	98.7	37	100.4	-7.0	-12.0	102.0
Cc1ccc(-c2cnc(SCC(=O)N3CCCc4ccccc43)n2C)cc1
 : 0.0	-8.0	5.0	-72.3	0.0	99.1	46	99.8	-8.0	-10.0	100.1
Cc1ccc(NC(=O)c2oc3c(c2C)C(=O)CC(C)(C)C3)cc1
 : -3.0	0.0	-5.0	-8.7	-4.0	99.8	36	100.8	0.0	0.0	96.0
O=C(COC(=O)c1ccc(-c2nnc(-c3ccccc3)o2)cc1)c1ccccc1
 : -14.0	-2.0	-5.0	13.8	-19.0	98.7	8	101.7	-7.0	-4.0	102.5
COc1ccc(Cn2c(C3CC3)nc3ccc(NC(=O)C4CC4)cc3c2=O)cc1
 : -2.0	-2.0	0.0	1.8	0.0	103.6	22	96.3	0.0	-3.0	102.5
COc1ccccc1Oc1c(C)oc2cc(OC(=O)c3ccco3)ccc2c1=O
 : -1.0	-3.0	0.0	-7.6	-3.0	102.8	12	98.6	-3.0	-5.0	100.2
O=C(C1CCN(S(=O)(=O)c2cccc3cccnc23)CC1)N1CC=C(c2ccccc2)CC1
 : 2.0	-10.0	-2.0	-6.7	0.0	102.3	26	100.1	-6.0	-6.0	102.9

# Copied from the list.
# Under Bim-Bcl-2, O=C(COC(=O)c1ccc(-c2nnc(-c3ccccc3)o2)cc1)c1ccccc1 has -4.0
# Under Bim-Bcl-XL, COc1ccccc1Oc1c(C)oc2cc(OC(=O)c3ccco3)ccc2c1=O has 0.0

# Part of the list above, with values ahead of the structure:
Bcl-W Bim block	Bim-Bfl-1	Bim-Bcl-XL	Mcl1 Bid PPI	Bim-Mcl-1	RGS7-Gao reg	GSH fluor	RGS4-Gao reg	Bcl-B Bim block	Bim-Bcl-2	RGS8-Gao reg	SMILES
14.0	14.0	16.0	-13.0	8.0	99.8	8	97.3	13.0	15.0	100.6	COc1ccc(-c2cc(C(=O)NN)n(-c3ccccc3)n2)cc1
6.0	8.0	7.0	-9.9	6.0	92.9	13	88.9	3.0	8.0	85.5	CCOc1ccc(NS(=O)(=O)c2ccc3c(c2)CCN3C(=O)CCC(=O)O)cc1
0.0	-1.0	0.0	5.5	-1.0	90.2	10	86.0	0.0	-8.0	77.7	CO/N=C/C(C#N)=C/c1cc(C(=O)c2ccccc2)cn1C
1.0	0.0	2.0	-20.7	4.0	91.5	19	89.9	-1.0	2.0	93.8	COc1cc2c(cc1OC)CN(C(=S)Nc1ccccc1Cl)CC2
0.0	-2.0	-1.0	-8.4	0.0	100.6	19	99.1	1.0	0.0	93.3	Cc1noc(C)c1COc1ccc(C(=O)OCC(=O)Nc2c(C)n(C)n(-c3ccccc3)c2=O)cc1
-3.0	0.0	-5.0	-8.5	-2.0	90.8	26	92.6	-5.0	2.0	95.8	Cc1cc(=O)n2nc(N3CCC(C(=O)N4CCN(C)CC4)CC3)sc2n1
-3.0	3.0	-2.0	8.2	-2.0	115.6	11	108.0	0.0	1.0	124.4	COc1ccc(/C=C(\NC(=O)c2ccccc2)C(=O)OCC2CCCN3CCCCC23)cc1OC (stereo not drawn)
-6.0	-2.0	-9.0	-55.5	-6.0	106.4	11	102.8	-7.0	-6.0	101.8	O=C(CNC(=O)c1ccccc1Cl)N/N=C/c1ccc([N+](=O)[O-])s1
1.0	-6.0	-1.0	-11.6	0.0	101.8	21	99.7	-8.0	-8.0	101.7	CCOC(=O)N1CCN(c2c(N3CCN(c4cc(C)ccc4C)CC3)c(=O)c2=O)CC1
-1.0	-6.0	-2.0	3.5	-3.0	103.3	16	102.2	-6.0	-4.0	105.7	O=C(NN1CCOCC1)c1cc(-c2ccc(Br)s2)nc2ccccc12

# No enrichment for hits; any-hit rate near 1.8%.
